AddAB inh: growth inhibition of E. coli expressing H. pylori AddAB, primary screen, AddAB inhibitor project, absorbance | inhibition, % at 11.9 µM | actives 0.29% (n = 330,000); in the data active means inhibition above about 12%;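 further: 0% = vehicle wells of infected cells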
HTR5A ag: HTR5A agonists in luminescence cell assay, primary screen, counter-screen for OPRM1-OPRD1 heterodimer agonist project, full-deck HTS. cell-based. 5-hydroxytryptamine receptor 5A (Homo sapiens), P47898. actives 0.61% (n = 340,000). activation, % at 9.3 µM; in the data active means activation mostly above about 9.5%, no sharp cut-off; inactive means mostly below about 7.6%;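 further: 0% = cells with vehicle only and 100% = reference agonist; strong numbers were not always called active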
E coli growth: E. coli V3065 growth inhibition, primary screen, counter-screen for AddAB inhibitor project, absorbance, OD600. AID 449728, 2010. actives 0.27% (n = 330,000). 18 h. inhibition, % at 11.9 µM;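 active means inhibition above the campaign's mean inhibition across all tested compounds plus 3 SD, cut at about 9.9% in these data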;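 further: uninfected addAB+ strain grown without phage in ampicillin broth; 0% = DMSO wells and 100% = ciprofloxacin 0.95 µg/ml wells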
HTR5A inv ag: HTR5A inverse agonists in luminescence cell assay, primary screen, counter-screen for OPRM1-OPRD1 heterodimer inverse agonist project, full-deck HTS; inhibition, % at 9.3 µM; 5-hydroxytryptamine receptor 5A (Homo sapiens), P47898; actives 0.083% (n = 340,000); HTR5A cell line, inverse agonism; in the data active means inhibition mostly above about 23%, no sharp cut-off; inactive means mostly below about 18%;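 further: 0% = cells with DMSO and 100% = no-cell wells with DMSO; some compounds called inactive have numbers as strong as hits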
MOR-DOR inv ag: inverse agonists of MOR-DOR heterodimerization, primary screen, cell-based, luminescence. cell-based MOR-DOR heterodimer luminescence, inverse agonism. Mu-type opioid receptor (Homo sapiens) + Delta-type opioid receptor (Homo sapiens), …. actives 0.21% (n = 340,000). inhibition, % at 9.3 µM; in the data active means inhibition above about 22%, passing the limit was not always enough;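 further: 0% = cells with DMSO and 100% = wells without cells with DMSO; values of inactives mirror those of a sister screen read the other way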
MOR-DOR ag: agonists of OPRM1-OPRD1 heterodimerization, primary screen, cell-based, luminescence. Mu-type opioid receptor (Homo sapiens) + Delta-type opioid receptor (Homo sapiens), …. cells. activation, % at 9.3 µM. actives 0.3% (n = 340,000). AID 504326, 2011; in the data active means activation above about 18%;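 further: 0% = vehicle-treated cells and 100% = reference agonist; values of inactives mirror those of a sister screen read the other way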
SUMO Mot1 rescue: yeast Mot1-301 growth rescue at high temperature, primary screen, SUMOylation pathway inhibitor project, S. cerevisiae, ATP luminescence, 38.5C; S. cerevisiae Mot1-301 growth rescue; percent above DMSO median, 100 means doubled; growth rescue, % at 18.8 µM; actives 1% (n = 320,000);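 active means every valid replicate shows activation above 250% relative to neutral control wells; inactive means the rest, any valid replicate at or below 250%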;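 further: OY570 slx delta 5 strain wells were the positive control but not used for scaling; some compounds called inactive have numbers as strong as hits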
phage Ecoli inh: growth loss of phage-infected E. coli, primary screen, RecBCD inhibitor project, absorbance, with phage, HTS | inhibition, % at 11.9 µM | actives 0.26% (n = 360,000) | AID 651602, 2012; in the data active means inhibition above about 11%
PfHsp90 set2: growth inhibition of PfHsp90-expressing yeast, primary screen, antimalarial PfHsp90 inhibitor project, S. cerevisiae, BacTiter-Glo luminescence, single point, set 2; actives 0.32% (n = 310,000); BacTiter-Glo ATP, 48 h; yeast lacking PDR1 and PDR3 efflux regulators; inhibition, % at 9.4 µM; AID 504621, 2011;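 active means every replicate shows inhibition above about 80%, whatever the replicate mean, limit read from the data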;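 further: 0% = DMSO neutral controls and 100% = 20 µM radicicol positive controls; yeast relying on Plasmodium falciparum Hsp90 in place of its own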
Pemphigus Ab inh: inhibitors of pemphigus antibody binding to DSG3, primary screen, biochemical, bead-based, flow cytometry, scFv-GFP; DSG3-coupled beads, scFv-anti-DSG3-GFP binding; active compounds read low; actives 0.48% (n = 310,000); binding (percent of control), % at 10 µM;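 active means binding more than 3 SD below its plate's average and above zero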;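 further: hits lower antibody fragment binding to DSG3; some compounds called inactive have numbers as strong as hits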
Target sequence (P32926 whole entry, looked up, the tested form may be a part): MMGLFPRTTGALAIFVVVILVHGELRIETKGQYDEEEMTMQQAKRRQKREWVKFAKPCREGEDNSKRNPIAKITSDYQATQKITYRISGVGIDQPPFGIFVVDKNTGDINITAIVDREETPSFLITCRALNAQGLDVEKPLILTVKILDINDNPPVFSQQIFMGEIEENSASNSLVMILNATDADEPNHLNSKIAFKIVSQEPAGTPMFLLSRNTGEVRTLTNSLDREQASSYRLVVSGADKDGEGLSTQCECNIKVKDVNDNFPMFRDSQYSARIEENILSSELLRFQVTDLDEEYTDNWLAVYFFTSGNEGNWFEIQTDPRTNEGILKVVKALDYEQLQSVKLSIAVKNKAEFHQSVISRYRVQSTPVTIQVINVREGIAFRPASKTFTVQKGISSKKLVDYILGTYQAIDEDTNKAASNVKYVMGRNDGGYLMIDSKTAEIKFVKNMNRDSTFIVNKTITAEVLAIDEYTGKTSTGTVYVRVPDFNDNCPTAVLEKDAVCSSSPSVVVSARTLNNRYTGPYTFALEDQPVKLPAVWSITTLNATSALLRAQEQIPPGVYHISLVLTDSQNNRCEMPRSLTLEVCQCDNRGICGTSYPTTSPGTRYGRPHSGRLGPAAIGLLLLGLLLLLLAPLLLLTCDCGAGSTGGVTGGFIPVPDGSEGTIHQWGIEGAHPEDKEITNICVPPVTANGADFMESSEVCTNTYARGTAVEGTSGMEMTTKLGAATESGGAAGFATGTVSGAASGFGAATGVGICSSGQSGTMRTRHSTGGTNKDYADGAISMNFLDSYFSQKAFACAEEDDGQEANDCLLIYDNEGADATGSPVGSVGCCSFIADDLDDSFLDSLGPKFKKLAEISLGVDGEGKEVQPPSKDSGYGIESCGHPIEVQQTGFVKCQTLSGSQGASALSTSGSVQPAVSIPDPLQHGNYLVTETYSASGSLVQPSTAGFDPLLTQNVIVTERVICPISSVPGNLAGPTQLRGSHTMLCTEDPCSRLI
PKA-R1A act: activators of PKA-R1A holoenzyme, primary screen, biochemical, fluorescence polarization, Cy5-IP20, bovine R1A, mouse PKAc | actives 0.083% (n = 340,000) | PKA-R1A dissociation; scaled: DMSO 0%, 113 µM cGMP 100% | activation, % at 11.4 µM;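 active means percent activation above the mean of all tested compounds plus 3 SD, cut at about 19% in these data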;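 further: higher means more PKAc released from R1A so a rise in polarization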
An asterisk follows results filed as active; / = no result given. This is a random part of the collection; overall some 3.2% were active at least once.

Order of values – AddAB inh	HTR5A ag	E coli growth	HTR5A inv ag	MOR-DOR inv ag	MOR-DOR ag	SUMO Mot1 rescue	phage Ecoli inh	PfHsp90 set2	Pemphigus Ab inh	PKA-R1A act
1: O=C(COC(=O)c1ccccc1O)NC1CCCc2ccccc21 (configuration not stated)
  -1.7	6	-1.5	-16	-7	1.7	-9	1.4	-9	/	1
2: NS(=O)(=O)c1ccc(NC(=O)CN2C(=O)C3C4C=CC(C4)C3C2=O)cc1 (configuration not stated)
  5.2	1	2.0	3	7	-1.4	128	2.6	-12	100	-4
3: Fc1ccc2c(c1)C(c1ccc(N3CCOCC3)cc1)=NNC(c1cccs1)=N2
  -1.3	6	0.9	-16	-2	0.5	10	/	/	115	-5
4: COCCn1c(SCC(=O)OCc2ccccc2)nc2c1c(=O)[nH]c(=O)n2C
  -1.7	0	-0.6	-16	6	-1.1	-22	0.7	-1	97	8
5: CC(Nc1cc(N2CCOCC2)ccc1[N+](=O)[O-])c1ccccc1 (configuration not stated)
  2.9	-1	-2.0	-5	-11	2.1	6	0.8	7	96	7
6: COc1cccc(-c2nc(CS(=O)(=O)c3ccccc3)no2)c1
  3.1	5	-2.3	-13	9	-1.9	69	2.6	-16	98	-12
7: O=C(CCCN1C(=O)c2ccccc2C1=O)Nc1ccc(S(=O)(=O)N2CCOCC2)cc1
  1.2	-3	-0.8	6	1	-0.1	-10	1.2	/	99	-1
8: COc1cc(/C=N/NC(=O)c2nc(-c3ccccc3)n(-c3ccccc3)n2)ccc1O
  1.6	-1	-1.4	11	6	-1.4	298	5.6	-1	98	6
9: O=C1NC(=O)C(c2cccs2)(c2cccs2)N1
  2.8	-1	-0.3	-10	16	-2.6	-9	2.2	-22	/	-12
10: CCOc1cc(C=O)ccc1OCC(=O)NC(C)(C)C
  2.3	-4	-2.7	10	1	-0.1	-4	4.2	-23	94	9
11: Cc1cc(-c2n[nH]c(=S)n2/N=C/c2c[nH]c3ccccc23)n[nH]1
  1.0	0	2.7	-12	3	-0.6	1	4.3	8	101	4
12: CC1(OC(=O)CCc2ccccc2)C(=O)C=C2C=C(c3ccc(C#N)cc3)N(C3CCCC3)C=C2C1=O (configuration not stated)
  2.1	3	-1.9	-31	-16	2.8	645*	0.8	/	105	4
13: CC1(c2nnc(-c3ccc(F)cc3)o2)CC(c2ccccc2)=NO1 (configuration not stated)
  2.8	7	1.2	-21	10	-1.8	7	2.5	-69	103	-4
14: C[C@@H](NC(=O)Cn1cnc2c(OCc3ccccc3)ncnc21)c1cccc2ccccc12
  2.4	/	-0.7	/	/	/	-19	0.9	-3	97	-6
15: O=C(CCN1C(=O)/C(=C\c2cccs2)SC1=S)Nc1ccc(C(=O)O)cc1
  0.7	-4	-1.5	11	7	-1.8	2	0.2	-1	110	-8
16: CCOC(=O)C1=C(C)NC(=O)N(C(C)=O)C1c1ccc(Cl)cc1 (configuration not stated)
  0.7	1	1.6	-18	-11	2.0	-1	1.9	-19	101	2
17: O=C(NOC(=O)c1ccccc1F)c1ccc(OC(F)F)cc1
  1.6	-4	0.8	10	-1	0.1	2	0.7	-20	87	-3
18: c1ccc2oc(-c3ccc4nc[nH]c4c3)nc2c1
  3.4	8	0.8	-20	3	-0.8	-19	3.7	-1	/	-16
19: COc1ccc(NC(=O)COC(=O)c2ccc3c(c2)OCCO3)cc1OC
  0.2	7	0.7	-17	-31	7.8	-5	-0.1	/	/	-2
20: Cc1cnc(C(=O)OCc2ccc(C#N)cc2)cn1
  -0.3	-1	1.5	4	-1	0.1	16	-0.6	-5	97	2
21: O=C(Cc1c(F)cccc1Cl)Nc1cccnc1
  0.6	-5	0.2	14	12	-2.0	3	0.2	14	99	-4
22: COc1ccc(C2=NN(C(=O)c3cccnc3)C(c3ccccc3)C2)cc1 (configuration not stated)
  -0.6	-2	-1.6	5	0	-0.1	1	2.2	-13	108	5
23: O=C(O)c1ccc2c(=O)n3c(nc2c1)/C(=C/c1ccc(OC(F)F)cc1OC(F)F)CC3
  0.7	-2	1.9	7	14	-3.0	94	3.7	1	98	-13
24: COc1cccc(OC)c1C(=O)OCC(=O)N(C)c1ccccc1
  2.1	-1	-0.1	5	-5	0.9	-10	2.2	-20	100	-8
25: Cc1cc(C)nc(SSc2nc(C)cc(C)n2)n1
  2.0	1	-0.5	-5	-1	0.2	-9	0.8	-4	114	0
26: CCOc1ccccc1CN1CCC(n2nccc2NC(=O)CCc2ccccc2)CC1
  0.5	-2	-0.7	9	-42	8.4	2	1.4	-32	112	-1
27: Cc1ccc(SCCNC(=O)CN(c2ccc3c(c2)OCO3)S(C)(=O)=O)cc1
  2.0	-4	-0.9	-8	15	-3.2	-4	0.9	-2	110	-13
28: COc1cc(NC(=S)NCc2ccco2)cc(OC)c1OC
  0.5	7	-0.5	-18	6	-1.2	11	3.0	12	100	-17
29: Cc1cc(=O)oc2cc(OC(C)C(=O)NCCc3ccc(S(N)(=O)=O)cc3)ccc12 (configuration not stated)
  1.4	3	0.2	-4	16	-3.0	-9	2.7	3	99	-1
30: Cc1cc(=O)[nH]c(-n2[nH]c(C)cc2=O)n1
  1.1	0	-2.6	-16	19	-3.9	-9	0.0	14	/	-7

Reprinted from the part before: 2 compounds; new compounds follow.
Order of values – AddAB inh	HTR5A ag	E coli growth	HTR5A inv ag	MOR-DOR inv ag	MOR-DOR ag	SUMO Mot1 rescue	phage Ecoli inh	PfHsp90 set2	Pemphigus Ab inh	PKA-R1A act
29: Cc1cc(=O)oc2cc(OC(C)C(=O)NCCc3ccc(S(N)(=O)=O)cc3)ccc12 (configuration not stated)
  1.4	3	0.2	-4	16	-3.0	-9	2.7	3	99	-1
30: Cc1cc(=O)[nH]c(-n2[nH]c(C)cc2=O)n1
  1.1	0	-2.6	-16	19	-3.9	-9	0.0	14	/	-7
31: Cc1ccsc1CNCC(O)c1ccccc1 (configuration not stated)
  -0.3	-2	-3.2	-9	-6	1.1	0	2.3	2	107	2
32: C/C(=N\NC(=O)C(O)c1ccccc1)c1ccc(Cl)s1 (configuration not stated)
  -3.2	0	-0.7	14	14	-2.6	9	0.2	3	/	-9
33: O=C(NCCN1CCOCC1)C1CCN(c2ncnc3c2sc2cccc(F)c23)CC1
  0.9	-6	-3.2	15	4	-0.8	-14	1.9	13	96	12
34: O=C(NCC(c1ccccc1Cl)N1CCCC1)C1CCN(C(=O)Nc2ccccc2)CC1 (configuration not stated)
  -1.6	3	-0.8	-9	-3	0.7	4	-0.7	15	/	4
35: CN(Cc1nc(Cc2cccc(C(F)(F)F)c2)no1)C1CC(C)(C)NC(C)(C)C1
  2.4	1	-0.8	-4	10	-2.0	-41	3.8	-1	101	-8
36: CCn1nc(C(=O)Nc2cccc(C(F)(F)F)c2)c(Cl)c1Cl
  0.8	-2	-1.1	-9	-29	5.2	-4	3.9	/	91	-3
37: NC(N)=NC(N)=Nc1ccc(SC(F)(F)F)cc1
  4.8	1	1.8	-24	14	-2.6	-8	3.9	13	105	-8
38: O=C(Nc1nccs1)c1cc([N+](=O)[O-])ccc1Cl
  1.3	0	-0.4	6	-2	0.5	-14	0.7	6	109	-14
39: CCCCn1c(=O)[nH]c(=O)c2c1nc(-c1ccc(C)c([N+](=O)[O-])c1)n2CC
  -0.2	2	-0.3	2	-15	3.0	-4	3.0	/	114	-4
40: CC[C@]12c3[nH]c4ccc(Cl)cc4c3CCN1C(=O)[C@@H](CC(=O)NCCc1ccccn1)C[C@@H]2C(=O)N1CCN(C(=O)C2CC2)CC1
  0.6	2	0.9	-7	10	-2.1	/	3.4	-2	106	5
41: O=C(CSc1nnc(Cc2cc(=O)[nH]c(=O)[nH]2)n1-c1ccccc1)NCC1CCCO1 (configuration not stated)
  2.1	0	-1.3	-1	7	-1.2	0	2.5	/	99	-9
42: C/C(=N\Nc1nncc2ccccc12)c1ccc(C(C)(C)C)cc1
  -0.2	0	-0.3	-1	-2	0.4	6	/	0	101	2
43: Cc1ccc(N2CC(C(=O)Nc3c(C)n(C)n(-c4ccccc4)c3=O)CC2=O)cc1 (configuration not stated)
  -0.1	-5	-0.3	13	11	-2.3	-13	0.0	/	114	-9
44: Nc1nc(SCc2ccccn2)c2ncn(C3CCCC3)c2n1
  /	-2	/	7	10	-2.0	/	3.0	-9	113	-5
45: O=C1c2sc3nc4n(c(=O)c3c2CCC1Br)CCCCC4 (configuration not stated)
  0.7	2	-3.7	9	-30	6.0	2	0.3	6	/	-10
46: Nc1c(-c2ccccc2)c(CSc2nc3ccccc3[nH]2)nn1-c1cccc(C(=O)O)c1
  -1.3	1	-0.2	8	8	-1.7	-5	-0.9	1	110	-12
47: CCC(C)c1ccc(NC(=O)N2CCN(C(=O)C3CCCO3)CC2)cc1 (configuration not stated)
  1.6	0	2.4	-14	6	-1.0	-5	3.6	3	119	-3
48: Cc1cccn2c(=O)c3cc(C(=O)NCCCn4ccnc4)n(C)c3nc12
  1.2	1	1.1	-19	16	-2.9	168	2.8	/	/	-4
49: CC1(C)CC(=O)C(C(c2ccc(Br)cc2)C2C(=O)CC(C)(C)CC2=O)C(=O)C1
  6.5	7	0.7	-19	17	-3.4	193	-1.3	11	105	-5
